High-throughput results (PubChem)
b-catenin transl – alters nuclear translocation of beta-catenin in HeLa cells | immunofluorescence imaging | nuclear translocation activity, % at 5 µM | actives 0.3% (n = 190,000);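 active = nuclear translocation activity above 50% at 5 µM, with a well cell count of 50 or more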;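 note: per-cell ratio of nuclear to cytoplasmic median beta-catenin stain intensity; plate controls were DMSO negative control for no effect and GSK-3 inhibitor IX positive control for full effect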
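Signal – beta-catenin immunofluorescence imaging with DAPI · Test system – human HeLa cell line · Dosing – 5 µM primary single dose, 0.1% DMSO, 0.02–20 µM confirmation series · Measure – % activation, nuclear-to-cytoplasmic median beta-catenin signal ratio per cell · Incubation – 24 h compound exposure at 37°C, 5% CO2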
T cell HTS – T cell immune modulation candidate. 2C CD8+ T cell-vesicle binding, flow cytometry; stronger effect = lower value. calls only at 7 µM. actives 0.068% (n = 330,000). AID 2052;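 active = response, share of CD8 T cells binding vesicles, and their 90th percentile fluorescence all below set limits, cut at about 80% in these data, passing the limit was not always enough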
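Material: 2C TCR transgenic mouse naive CD8+ T cells, MACS-purified. Also added: QL9-charged Drosophila Ld/ICAM-1/B7-1 vesicles. Timing: binding 1.5 h at 37 °C. Measured by: high-throughput flow cytometry with anti-B7-1 and anti-CD8 staining. Read-out: percent CD8+ FL2 mean versus row control. Controls: Unloaded micro-vesicles (low), QL9 vesicles with 0.7% DMSO (high).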
Dynein cargo inh – dynein cargo transport inhibition | 3617.4 mouse cells, GR-EGFP nuclear translocation imaging; test concentration mostly 20 µM; stimulated with dexamethasone, 1 µM; stronger effect = lower value | z-score, hits read low | actives 0.47% (n = 220,000) | AID 1381;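 active = plate z-score of nuclear minus cytoplasmic receptor signal below a set negative limit, without overly bright fluorescence or cell loss, cut at about -3.5 in these data, passing the limit was not always enough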;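 note: z-score of nuclear minus cytoplasmic ring GR-EGFP intensity difference per well; some compounds called inactive have numbers as strong as hits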
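Buffer or medium – tet-free medium with charcoal-stripped serum · Signal – automated 10x imaging of fixed Hoechst-stained cells · Also added – dexamethasone agonist, 1.0 µM final, for 30 min · Incubation – induction 48 h, compound 1 h, agonist 30 min · Read-out – GR-EGFP nuclear translocation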
M17LAP inhibition – P. falciparum M17LAP inhibitors, primary screen, biochemical, fluorogenic H-Leu-NHMec substrate, 1536-well (AID 1619) | recombinant M17LAP, H-Leu-NHMec fluorogenic kinetic assay; higher % means a stronger effect | inhibition, % at 30 µM; hits with a dose series show IC50 in µM | actives 0.38% (n = 220,000);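 active = compound inhibiting the enzyme by more than half at any dose during confirmatory dose-response retesting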;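 note: plate controls were full reaction with DMSO carrier for no effect and no enzyme background for full effect; strong numbers were not always called active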
MT stabilizer – microtubule stabilization, imaging screen. HeLa tubulin immunostaining HCS, 24 h; share of cells brighter than vehicle mean+2SD. % tubulin-high responders, % at 10 µM. actives 0.83% (n = 200,000);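 active = plate Z-score above 3 for both tubulin-high and condensed-nucleus cell shares, with cell loss under 80%, at 10 µM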;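 note: anti alpha tubulin signal scored within the nucleus-defined area of each cell; some results filed as inactive read as strong as hits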
M1AAP inhibition – P. falciparum M1AAP inhibitors, biochemical, fluorogenic H-Leu-NHMec substrate, 1536-well (AID 1445). recombinant M1AAP, H-Leu-NHMec fluorogenic kinetic assay; higher % means a stronger effect. inhibition, % at 30 µM; hits with a dose series show IC50 in µM. actives 0.42% (n = 220,000);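 active = primary inhibition above the hit cutoff, then over 50% inhibition at one or more dose response concentrations, cut at about 23% in these data, passing the limit was not always enough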;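 note: plate controls were DMSO full reaction for no effect and no enzyme background for full effect; strong numbers were not always called active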
Autophagy mod – autophagy modulation, high-content screen | actives 0.98% (n = 190,000) | AID 463193 | calls only at 10 µM (by protocol) | MEF GFP-LC3 puncta imaging; test concentration mostly 10 µM;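 active = percentage of spot-positive cells more than 3 SD above its plate mean, without a fluorescence outlier flag or 80% toxicity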;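 note: spot-positive cell cutoff set from DMSO-treated cells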
Yfh1-off respiration – enhancers of respiration in Yfh1-depleted yeast, dose response, Friedreich's ataxia, plus single-dose screen (AID 1465) | S. cerevisiae Yfh1-off respiration, WST-1 reduction, 72 h; higher fold induction means a stronger effect | fold induction at 50 µM, or EC50 in µM where a hit was titrated | actives 0.074% (n = 220,000);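 active = fold induction of absorbance versus untreated yeast above a set limit, then at least 30% activation at any dose in follow-up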;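 note: activators that raise dye reduction in frataxin-depleted yeast; strong numbers were not always called active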
WT yeast gro inh – growth inhibition of WT yeast, mitochondrial fusion screen | mitochondrial fusion phenotypic screen, WT strain | inhibition, % at 10 µM | actives 2.1% (n = 190,000) | AID 1362; in the data active = inhibition above about 58%; tested in S. cerevisiae
WT yeast gro inh mutant strain – also measured in WT yeast gro inh; calls as there; inhibition, %; mitochondrial fusion phenotypic screen, mutant strain inhibition
Dynein cargo inh cytoplasmic EGFP – recorded beside Dynein cargo inh, whose call it bears; z-score; measured here: cytoplasmic GR-EGFP intensity; stronger effect = higher value
Dynein cargo inh nuclear GR-EGFP – recorded beside Dynein cargo inh, whose call it bears; z-score; measured here: nuclear GR-EGFP intensity;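 lower value marks the stronger effect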
Dynein cargo inh cell count – second read-out of Dynein cargo inh, no call of its own (marks repeat the call); z-score; measured here: cell count per field
b-catenin transl cell count 5 µM – further read-out of b-catenin transl, marked with its call; cell count; measured here: cell count, cytotoxicity flag
T cell HTS vesicle-bound % – second read-out of T cell HTS, no call of its own (marks repeat the call); double positive events, %; measured here: CD8+ vesicle-bound cell fraction;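 binding gate set so that unloaded-vesicle control wells show 10% double positive cells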
MT stabilizer Hoechst-high % – also measured in MT stabilizer; calls as there; % Hoechst-high responders; measured here: nuclear condensation Hoechst responders;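 share of cells brighter than vehicle mean plus two SD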
MT stabilizer cytotoxicity % – second read-out of MT stabilizer, no call of its own (marks repeat the call); toxicity, %; measured here: cytotoxicity by cell density;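 0% = mean cell density of plate MIN control wells and 100% = no cells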
Autophagy mod cell loss 18 h – also measured in Autophagy mod; calls as there; toxicity, %; measured here: cell loss, nuclei count;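 cell loss after 18 h compound exposure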
Numbers without * were called inactive.

Screening Cc1ccc(S(=O)(=O)N2CCCC(C(=O)NCCC3=CCCCC3)C2)cc1 (stereo unspecified) returned T cell HTS inactive, Dynein cargo inh -0.9, M17LAP inhibition 10%, MT stabilizer 1.9, M1AAP inhibition -6%, Autophagy mod inactive, Yfh1-off respiration inactive, WT yeast gro inh -26, WT yeast gro inh mutant strain -29, Dynein cargo inh cytoplasmic EGFP -0.024, Dynein cargo inh nuclear GR-EGFP -0.54, Dynein cargo inh cell count 0.91, T cell HTS vesicle-bound % 25, MT stabilizer Hoechst-high % 1.8, MT stabilizer cytotoxicity % 7.4 and Autophagy mod cell loss 18 h -2.
Screening Cc1cccn2c(=O)c3cc(C(=O)NCc4ccco4)c(=N)n(CCc4ccccc4)c3nc12 returned b-catenin transl -0.6, T cell HTS inactive, Dynein cargo inh -1, M17LAP inhibition -1%, M1AAP inhibition 10%, Yfh1-off respiration inactive, Dynein cargo inh cytoplasmic EGFP -0.11, Dynein cargo inh nuclear GR-EGFP 0.06, Dynein cargo inh cell count -0.59, b-catenin transl cell count 5 µM 1342 and T cell HTS vesicle-bound % 45.
`C=C(Cl)COc1cc(C)cc2oc(=O)cc(CC)c12` gave b-catenin transl -0.2, T cell HTS inactive, Dynein cargo inh 0.51, M17LAP inhibition -5%, MT stabilizer 1.4, M1AAP inhibition 3%, Autophagy mod inactive, Yfh1-off respiration inactive, WT yeast gro inh 1, WT yeast gro inh mutant strain -4, Dynein cargo inh cytoplasmic EGFP -0.2, Dynein cargo inh nuclear GR-EGFP 0.31, Dynein cargo inh cell count 0.41, b-catenin transl cell count 5 µM 1051, T cell HTS vesicle-bound % 1, MT stabilizer Hoechst-high % 1.5, MT stabilizer cytotoxicity % 7.4 and Autophagy mod cell loss 18 h 0.
CC(C)(C)C1CCc2c(sc(NC(=O)CSc3nnc(-c4ccccc4)o3)c2C#N)C1 (stereo unspecified) was read as b-catenin transl -1.6, T cell HTS inactive, Dynein cargo inh 0.72, M17LAP inhibition 7%, MT stabilizer 3.0, M1AAP inhibition 5%, Autophagy mod inactive, Yfh1-off respiration inactive, WT yeast gro inh 33, WT yeast gro inh mutant strain -7, Dynein cargo inh cytoplasmic EGFP 0.05, Dynein cargo inh nuclear GR-EGFP 1.8, Dynein cargo inh cell count -2.9, b-catenin transl cell count 5 µM 996, T cell HTS vesicle-bound % 37, MT stabilizer Hoechst-high % 3.3, MT stabilizer cytotoxicity % 2.5 and Autophagy mod cell loss 18 h -37.
`Cc1ccc(NC(=O)c2cc(N3C(=O)CCC3=O)ccc2N2CCCCC2)cc1` gave b-catenin transl -0.8, T cell HTS inactive, Dynein cargo inh 1.2, M17LAP inhibition 13%, MT stabilizer 2.2, M1AAP inhibition 10%, Autophagy mod inactive, Yfh1-off respiration inactive, WT yeast gro inh -24, WT yeast gro inh mutant strain -10, Dynein cargo inh cytoplasmic EGFP -0.1, Dynein cargo inh nuclear GR-EGFP 0.94, Dynein cargo inh cell count -1.5, b-catenin transl cell count 5 µM 1488, T cell HTS vesicle-bound % 26, MT stabilizer Hoechst-high % 2.6, MT stabilizer cytotoxicity % 0.4 and Autophagy mod cell loss 18 h -6.
`S=C(Nc1cccnc1)NC1CCCC1` gave b-catenin transl -0.6, T cell HTS inactive, Dynein cargo inh 0.78, M17LAP inhibition 5%, MT stabilizer 5.9, M1AAP inhibition 3%, Autophagy mod inactive, Yfh1-off respiration inactive, WT yeast gro inh -5, WT yeast gro inh mutant strain 39, Dynein cargo inh cytoplasmic EGFP -0.17, Dynein cargo inh nuclear GR-EGFP 0.33, Dynein cargo inh cell count -0.29, b-catenin transl cell count 5 µM 1206, T cell HTS vesicle-bound % 36, MT stabilizer Hoechst-high % 2.2, MT stabilizer cytotoxicity % 4.8 and Autophagy mod cell loss 18 h -2.
`O=C1c2[nH]nc(-c3ccccc3O)c2C(c2cccc(Cl)c2)N1Cc1ccco1` (stereo unspecified) gave b-catenin transl -5.8, T cell HTS inactive, Dynein cargo inh -1.3, M17LAP inhibition 1%, MT stabilizer 17*, M1AAP inhibition -15%, Autophagy mod inactive, Yfh1-off respiration inactive, WT yeast gro inh 31, WT yeast gro inh mutant strain 10, Dynein cargo inh cytoplasmic EGFP -0.061, Dynein cargo inh nuclear GR-EGFP -0.56, Dynein cargo inh cell count 1.1, b-catenin transl cell count 5 µM 1181, T cell HTS vesicle-bound % 21, MT stabilizer Hoechst-high % 13*, MT stabilizer cytotoxicity % 15* and Autophagy mod cell loss 18 h 3.
`COc1cccc(/C=C2\SC(=S)N(c3cccnc3)C2=O)c1OC` gave b-catenin transl -0.4, T cell HTS inactive, Dynein cargo inh 0.93, M17LAP inhibition 0%, MT stabilizer 1.9, M1AAP inhibition 5%, Autophagy mod inactive, Yfh1-off respiration inactive, WT yeast gro inh 0, WT yeast gro inh mutant strain -2, Dynein cargo inh cytoplasmic EGFP 0.011, Dynein cargo inh nuclear GR-EGFP 0.81, Dynein cargo inh cell count -1.2, b-catenin transl cell count 5 µM 1129, T cell HTS vesicle-bound % 46, MT stabilizer Hoechst-high % 1.8, MT stabilizer cytotoxicity % 8.7 and Autophagy mod cell loss 18 h 1.
Cc1cc(C)c(NC(=O)CN2C(=O)NC(CCc3ccccc3)C2=O)c(C)c1 (stereo unspecified) was read as b-catenin transl 5.1, T cell HTS inactive, Dynein cargo inh -0.28, M17LAP inhibition 2%, MT stabilizer 2.2, M1AAP inhibition -2%, Autophagy mod inactive, Yfh1-off respiration inactive, WT yeast gro inh 2, WT yeast gro inh mutant strain 6, Dynein cargo inh cytoplasmic EGFP -0.26, Dynein cargo inh nuclear GR-EGFP -0.15, Dynein cargo inh cell count 0.56, b-catenin transl cell count 5 µM 873, T cell HTS vesicle-bound % 4, MT stabilizer Hoechst-high % 1.4, MT stabilizer cytotoxicity % 3.9 and Autophagy mod cell loss 18 h -27.
COCCn1c(N2CCN(c3ccc(OC)cc3)CC2)nc2c1c(=O)n(C)c(=O)n2C was read as b-catenin transl -1.3, T cell HTS inactive, Dynein cargo inh 0.35, M17LAP inhibition 10%, MT stabilizer 5.8, M1AAP inhibition 6%, Autophagy mod inactive, Yfh1-off respiration inactive, WT yeast gro inh 17, WT yeast gro inh mutant strain 14, Dynein cargo inh cytoplasmic EGFP 0.13, Dynein cargo inh nuclear GR-EGFP 0.17, Dynein cargo inh cell count 0.77, b-catenin transl cell count 5 µM 1109, T cell HTS vesicle-bound % 15, MT stabilizer Hoechst-high % 2.8, MT stabilizer cytotoxicity % 3.1 and Autophagy mod cell loss 18 h -2.
COc1ccc(C(=O)COC(=O)CCN=C2NS(=O)(=O)c3ccccc32)cc1OC was read as b-catenin transl -5.1, T cell HTS inactive, Dynein cargo inh 1.6, M17LAP inhibition 3%, MT stabilizer 3.1, M1AAP inhibition 3%, Autophagy mod inactive, Yfh1-off respiration inactive, WT yeast gro inh 19, WT yeast gro inh mutant strain 14, Dynein cargo inh cytoplasmic EGFP -0.17, Dynein cargo inh nuclear GR-EGFP 0.77, Dynein cargo inh cell count -1.2, b-catenin transl cell count 5 µM 931, T cell HTS vesicle-bound % 36, MT stabilizer Hoechst-high % 3.1, MT stabilizer cytotoxicity % 7.2 and Autophagy mod cell loss 18 h 9.
For COc1cc(NC(=O)c2cccs2)c(OC)cc1NC(=O)CCC(=O)Nc1ccc2ncccc2c1 the results were b-catenin transl -2.8, Dynein cargo inh -0.25, M17LAP inhibition 9%, MT stabilizer 2.8, M1AAP inhibition 0%, Autophagy mod inactive, Yfh1-off respiration inactive, WT yeast gro inh -12, WT yeast gro inh mutant strain -28, Dynein cargo inh cytoplasmic EGFP -0.35, Dynein cargo inh nuclear GR-EGFP 0.23, Dynein cargo inh cell count 0.56, b-catenin transl cell count 5 µM 1018, MT stabilizer Hoechst-high % 2.0, MT stabilizer cytotoxicity % 5.1 and Autophagy mod cell loss 18 h -5.
Screening O=C(CSc1cn(CCNC(=O)c2ccccc2)c2ccccc12)NCc1ccco1 returned T cell HTS inactive, Dynein cargo inh -0.69, M17LAP inhibition -6%, MT stabilizer 7.8, M1AAP inhibition 5%, Autophagy mod inactive, Yfh1-off respiration inactive, WT yeast gro inh 16, WT yeast gro inh mutant strain 10, Dynein cargo inh cytoplasmic EGFP -0.16, Dynein cargo inh nuclear GR-EGFP -0.23, Dynein cargo inh cell count 0.15, T cell HTS vesicle-bound % 33, MT stabilizer Hoechst-high % 3.0, MT stabilizer cytotoxicity % 4.5 and Autophagy mod cell loss 18 h -7.
